CHRM1 PAM = human M1 muscarinic receptor positive allosteric modulators, primary screen, CHO-K1 cells, Fluo-8 calcium fluorescence, 1536-well | activation, % at 3 µM | hit rate 0.088% among 360,000 | CHO-K1 hM1, ACh EC20; 0% = ACh EC20, 100% = maximal ACh | Muscarinic acetylcholine receptor M1 (Homo sapiens), P11229 | AID 588819, 2011; in the data active means activation above about 19%, passing the limit was not always enough
Target sequence (P11229 whole entry, looked up): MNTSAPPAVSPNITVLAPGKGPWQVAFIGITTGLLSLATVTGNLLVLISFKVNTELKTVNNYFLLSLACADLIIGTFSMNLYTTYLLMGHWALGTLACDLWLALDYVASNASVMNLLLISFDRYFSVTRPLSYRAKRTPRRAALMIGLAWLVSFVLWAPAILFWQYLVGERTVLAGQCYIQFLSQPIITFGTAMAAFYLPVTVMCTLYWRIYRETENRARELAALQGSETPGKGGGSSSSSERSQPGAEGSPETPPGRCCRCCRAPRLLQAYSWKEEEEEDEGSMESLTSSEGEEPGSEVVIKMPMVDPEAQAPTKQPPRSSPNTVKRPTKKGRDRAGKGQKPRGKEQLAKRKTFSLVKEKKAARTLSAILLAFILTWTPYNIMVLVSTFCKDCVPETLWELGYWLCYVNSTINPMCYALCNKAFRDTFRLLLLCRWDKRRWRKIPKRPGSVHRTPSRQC
OXTR agonist = human OXTR agonists, primary screen, fluorescence, CHO-OTR cells, Fluo-8 calcium; Oxytocin receptor (Homo sapiens), P30559; Fluo-8 calcium fluorescence; normalized: DMSO 0%, oxytocin 100%; activation, % at 3 µM; hit rate 0.32% among 320,000; AID 2435, 2010;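 active means activation above the mean of all tested compounds plus 3 SD, cutoff set per screening run, cut at about 20% in these data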;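 further: peak over basal fluorescence ratio from a 100 s FLIPR kinetic read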
Target sequence (P30559 whole entry, looked up): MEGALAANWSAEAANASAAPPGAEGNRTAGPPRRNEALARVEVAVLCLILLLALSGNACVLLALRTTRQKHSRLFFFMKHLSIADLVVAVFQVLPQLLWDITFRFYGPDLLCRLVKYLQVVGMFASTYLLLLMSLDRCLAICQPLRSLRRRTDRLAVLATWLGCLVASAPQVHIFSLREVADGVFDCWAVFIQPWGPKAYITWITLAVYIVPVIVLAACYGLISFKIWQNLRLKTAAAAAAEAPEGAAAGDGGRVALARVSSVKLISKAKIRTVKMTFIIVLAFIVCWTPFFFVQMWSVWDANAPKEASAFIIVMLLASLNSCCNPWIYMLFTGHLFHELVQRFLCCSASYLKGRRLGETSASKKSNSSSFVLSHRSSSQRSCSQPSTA
OXTR potentiate = human OXTR potentiators, primary screen, fluorescence, CHO-OTR cells, Fluo-8 calcium. Oxytocin receptor (Homo sapiens), P30559. Fluo-8 calcium fluorescence, potentiator mode; 0% = oxytocin EC15, 100% = EC100. activation, % at 3 µM. hit rate 0.061% among 320,000. AID 2445, 2010;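 active means activation above that plate's cutoff, the mean activation of tested compounds plus 3 SD, cut at about 6.6% in these data, passing the limit was not always enough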;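 further: 100% uses oxytocin at 75 nM as the full agonist control; some results filed as inactive read as strong as hits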
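Assay system: CHO cell line stably expressing human OTR | Also added: Oxytocin at about EC15, sub-maximal agonist stimulus | Times: Compound 6 min at room temperature before oxytocin, 100 s read | Measured by: Fluo-8 intracellular calcium fluorescence, ex 470-495, em 515-575 nm | Controls: EC15 oxytocin alone as 0%, 75 nM oxytocin as 100%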
CHO parental Ca = ATP-evoked calcium signal inhibitors, parental CHO, primary screen, counter-screen for OX1R antagonist project, cell-based, fluorescence, Fluo-8 calcium dye. parental CHO-K1, ATP-induced calcium, Fluo-8 fluorescence. inhibition, % at 5.6 µM. hit rate 0.63% among 330,000;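 active means inhibition above that plate's mean sample inhibition plus 3 SD, cut at about 26% in these data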;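 further: 0% = ATP-challenged DMSO wells and 100% = DMSO wells without ATP; some compounds past the cut are filed as inactive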
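Test system: untransfected parental CHO cell line. Compound: one dose, 5.6 µM nominal. Detection: intracellular calcium via Fluo-8 no-wash fluorescent dye. Measure: % inhibition. Benchmarks: ATP-challenged DMSO wells low, unchallenged DMSO wells high.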
TAAR1 antag = human TAAR1 antagonists, primary screen, Fluo-8 calcium fluorescence, CHO RD-HGA16 cells; antagonist; inhibition, % at 3 µM; Trace amine-associated receptor 1 (Homo sapiens), Q96RJ0; hit rate 1.5% among 360,000;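 active means inhibition above a per-plate cutoff, the mean inhibition of test compounds on that plate plus 3 SD, cut at about 49% in these data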;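 further: 0% = DMSO plus EC80 beta-PEA response and 100% = DMSO alone without agonist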
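test system = CHO RD-HGA16 cells bearing hTAAR1 | replication = singlicate | controls = DMSO-only wells and EC80 β-PEA-stimulated wells | reagent = EC80 β-phenethylamine stimulus | read-out basis = percent inhibition of PEA-evoked calcium signal, max/basal emission ratio | schedule = seeding 17-24 h prior, 75-min 37 °C, 30-min RT dye loading | signal = kinetic Fluo-8 calcium fluorescence measurement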
CHRM1 antagonist = human M1 muscarinic receptor antagonists, primary screen, CHO-K1 cells, Fluo-8 calcium fluorescence, 1536-well. CHO-K1 hM1, ACh EC80 antagonist. Muscarinic acetylcholine receptor M1 (Homo sapiens), P11229. hit rate 1.3% among 360,000. inhibition, % at 3 µM;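 active means percent inhibition above its own plate's cutoff, namely the mean of that plate's compound wells plus 3 SD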;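 further: peak over basal fluorescence ratio during 140 s after agonist addition; 0% = ACh EC80 plus DMSO and 100% = DMSO alone without agonist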
CHRM1 agonist = human M1 muscarinic receptor agonists, primary screen, Fluo-8 calcium fluorescence, CHO-K1 cells, HTS; CHO-K1 hM1, agonist mode; 0% DMSO, 100% acetylcholine EC100; Muscarinic acetylcholine receptor M1 (Homo sapiens), P11229; hit rate 0.33% among 360,000; activation, % at 3 µM;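 active means activation above the run's mean compound activation plus 3 SD, cut at about 16% in these data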;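 further: peak over basal fluorescence ratio within a 140 s kinetic read after compound addition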
V1aR counter = agonists of human V1a receptor, primary screen, counter-screen for OXTR agonist project, fluorescence, CHO-V1R cells; Vasopressin V1a receptor (Homo sapiens), P37288; Fluo-8 calcium fluorescence, agonist mode; 0% DMSO, 100% 3 nM vasopressin; activation, % at 3 µM; hit rate 0.25% among 320,000; AID 2797, 2010;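 active means activation above the mean activation of all tested compounds plus 3 SD, per screening run, cut at about 20% in these data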;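 further: signal is peak over basal fluorescence ratio across a 100 second FLIPR read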
TAAR1 agonist = human TAAR1 agonists, primary screen, Fluo-8 calcium fluorescence, CHO RD-HGA16 cells; vehicle wells 0%, saturating PEA agonist 100%; activation, % at 3 µM; Trace amine-associated receptor 1 (Homo sapiens), Q96RJ0; hit rate 0.99% among 360,000;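 active means activation above the mean activation of all test compounds in the run plus 3 SD, cut at about 38% in these data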
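Benchmarks: low control DMSO, high control PEA (EC100); System: CHO RD-HGA16 cells carrying human TAAR1 plus Gα16; Detection: Fluo-8 fluorescence, 5 s baseline then 140 s kinetic read; Schedule: 17-24 h plating, Fluo-8 75 min 37 °C, 30 min RT; Read-out basis: % activation from peak over basal fluorescence ratio, DMSO-to-PEA scaled.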
* = called active by the depositor; . = not tested or not shown. Random draw from the library; 3.7% or so of the library scored in one or more.

structure,TAAR1 agonist,CHRM1 antagonist,OXTR potentiate,TAAR1 antag,CHRM1 agonist,OXTR agonist,CHRM1 PAM,CHO parental Ca,V1aR counter
O=C(O)c1ccc(N=Cc2c(O)ccc3ccccc23)cc1,1,-14,-9,2,-5,0.0,7,3,-0.7
CCN(c1ccccc1)S(=O)(=O)c1cccc(C(=O)OCC(=O)Nc2ccc(NC(C)=O)cc2)c1,4,9,-10,34,-5,3.3,-7,-10,2.8
Cc1cccc(-n2cnc(C(=O)N/N=C/c3ccccc3)c2)n1,1,-7,-4,-1,-3,-0.3,6,-9,0.0
Cc1ccccc1C1=NC(c2ccc(F)cc2F)ON1 (configuration not stated),18,-5,-17,12,-5,-1.3,7,-17,-1.5
CCNC(=O)N1CCC(n2nccc2NC(=O)CCCc2ccccc2)CC1,0,-4,-6,-15,-1,-0.5,5,-5,-0.3
COCCNC(=O)c1cc2cc(Br)cc(OC)c2oc1=O,0,12,-3,4,0,1.4,-6,2,1.5
O=C(Nc1ccn(CCCN2CCN(c3ccccc3)CC2)c(=O)n1)OCc1ccccc1,5,0,.,-12,-2,.,-9,.,.
COc1ccc([N+](=O)[O-])cc1NC(=O)C1(c2ccccc2)CCOCC1,-1,-3,-11,-5,-5,-1.3,3,-11,-0.9
NC(=O)c1ccc(NC(=O)CNC(c2ccccc2)c2ccccc2)cc1,3,-5,-3,5,4,0.9,16,-15,3.5
CS(=O)(=O)c1ccc(-c2cccc(NC(=O)c3ccc(Br)o3)c2)nn1,9,-6,-2,13,-4,-0.3,6,-5,0.3
CCC1CCCCN1C(=O)CCNS(=O)(=O)c1ccc2c(c1)oc(=O)n2C (configuration not stated),0,0,-7,-8,0,0.6,6,-15,0.8
CCCCc1ccc(NC(=O)N2CCN(c3cc(C)nc4ccccc34)CC2)c(C)c1,.,-9,-19,.,-11,-1.7,-5,-29,1.1
COCCNC(=O)C1(C)CCCN(Cc2ccc(-n3ccnc3)cc2)C1 (configuration not stated),0,-13,.,-7,-2,.,14,.,.
CCOc1ncccc1C(=O)Nc1cc(S(=O)(=O)N2CCCCC2)ccc1C,0,-9,-3,8,-2,-2.1,5,-18,-0.3
CN1Cc2c(N3CCOCC3)nc3sc(C(=O)c4ccccc4)c(N)c3c2CC1(C)C,1,-17,-13,-6,-4,0.9,10,-22,0.2
CCCCCC(=O)N1C[C@@H](n2cc(-c3ccc(F)cc3)nn2)[C@H](O)C[C@@H]1c1ccccc1,6,0,.,22,-2,.,-6,.,.
CC(C)COP(=O)(c1ccc(N(C)C)cc1)C(O)c1ccncc1 (configuration not stated),2,-15,0,0,-4,-0.3,9,4,-0.5
O=C1C=CC(=O)N1CCCCCCN1C(=O)C=CC1=O,13,.,1,0,.,1.6,.,-11,0.8
Cc1ccc(CNC(=O)Cc2noc3ccccc23)cc1,-1,1,-9,-13,-2,-2.2,4,-4,-0.8
COc1ccc(OC)c(S(=O)(=O)N2CCNCC2)c1,0,-26,0,-16,-4,-0.6,6,-4,-0.8

(further entries)
structure,TAAR1 agonist,CHRM1 antagonist,OXTR potentiate,TAAR1 antag,CHRM1 agonist,OXTR agonist,CHRM1 PAM,CHO parental Ca,V1aR counter
CCOC(=O)N1CCC(n2c(=S)[nH]c3cc(OC)c(OC)cc3c2=O)CC1,10,-6,8,2,-6,-0.9,5,0,-1.0
CCCNC(=O)C(Cc1ccccc1)NC(=O)Cc1ccccc1 (configuration not stated),10,-4,-1,-2,-3,0.3,7,-7,0.1
CC1(C)C2CCC1(C)C(OC(=O)CSc1nc(N)cc(=O)[nH]1)C2 (configuration not stated),1,-5,-3,-17,-6,0.9,0,-8,0.3
Cc1csc(NC(=O)C2CC(=O)N(c3ccc4c(c3)OCCO4)C2)n1 (configuration not stated),15,4,-7,6,-1,0.5,-1,-4,2.0
CC(=O)NCc1ccc(S(=O)(=O)NC(C)CCc2ccccc2)cc1 (configuration not stated),8,6,-3,-5,-5,0.5,-1,4,-0.1
CCN(CC)CCCNC(=O)CCc1c(C)n(CC)c2cc(-c3ccccc3OC)nn2c1=O,2,17,-17,-14,-5,0.5,-11,-7,-0.7
CCC(NC(=S)NCc1ccc(F)cc1)c1ccccc1 (configuration not stated),8,-15,-9,-6,-2,2.7,9,-6,6.6
Cc1nc2ccccc2n1CC(=O)N1CC(=O)Nc2ccccc21,8,4,-1,-10,6,0.0,13,-10,0.1
CN1C2=C(C(=O)CC(C)(C)C2)C(c2cccs2)C2=C1CC(C)(C)CC2=O,-3,-3,3,-4,-6,-3.0,4,-5,-1.1
Cc1ccc2nc(-c3ccccn3)cc(C(=O)NCCc3ccc(F)cc3)c2c1,3,-16,-3,32,0,-0.4,12,-8,0.2
COc1cccc(C(=O)OCC(=O)NC2CCCc3ccccc32)c1O (configuration not stated),1,-1,.,-6,-2,.,5,.,.
O=C(OCc1nnc(-c2ccc(Cl)cc2)o1)c1ccncc1,0,-11,-5,-3,-3,-0.6,12,-16,-0.3
Nc1c(-c2ccc(Cl)cc2)cnn1C1CCS(=O)(=O)C1 (configuration not stated),11,16,-6,20,-3,0.3,0,-8,-0.1
Cc1cccc(-n2ncc3c2CCCC3NC(=O)CCN2CCCCO2)c1C (configuration not stated),2,4,-7,-12,3,1.9,1,-9,6.7
CC1Cc2ccccc2N1S(=O)(=O)c1cccc(C(=O)OCC(=O)NC2CCS(=O)(=O)C2)c1 (configuration not stated),-2,2,-16,-8,-3,-0.9,-1,-10,0.2
COc1ccccc1-n1c(C)nc(=O)c(-c2ccccc2)c1C,3,-17,-10,-2,-2,1.4,8,12,0.2
Cc1cc(=O)oc2cc(OCC(=O)Nc3ccc(CN4CCOCC4)cc3)c(Cl)cc12,36,-12,-5,24,-3,2.4,11,5,3.5
Nc1nc(NCCc2ccccc2)nc(NCc2ccccc2)c1[N+](=O)[O-],4,-11,-5,14,-4,-0.8,11,-28,1.3
CC1=C(C(=O)OCc2ccccc2)C(c2cccnc2)n2ncnc2N1 (configuration not stated),4,-10,-7,-5,1,-0.3,16,5,-0.9
CC1=C(C(=O)N(C(C)C)C(C)C)CC(CC(=O)NCCN2CCOCC2)C(=O)N1Cc1ccc(C(C)(C)C)cc1 (configuration not stated),-1,5,.,-13,-11,.,4,.,.

Next compounds follow.
structure,TAAR1 agonist,CHRM1 antagonist,OXTR potentiate,TAAR1 antag,CHRM1 agonist,OXTR agonist,CHRM1 PAM,CHO parental Ca,V1aR counter
O=C(Nc1nc(-c2ccccn2)cs1)c1ccc(Br)s1,19,15,-4,12,-4,3.0,-2,-6,5.0
O=S(=O)(c1ccc(N2CCOCC2)nc1)N(Cc1ccccn1)Cc1ccccn1,3,2,3,4,-4,0.2,0,-16,0.7
Cc1nccn1CC(O)COc1ccccc1 (configuration not stated),-1,-11,-3,-9,-6,1.2,6,-8,-0.3
COc1ccc(NC(=O)c2ccc(-n3cccn3)nc2)c(OC)c1,2,-6,2,2,-2,-0.2,4,-11,-0.5
CCOc1ncccc1C(=O)Nc1cccc(S(=O)(=O)N2CCCCC2)c1,8,-5,0,-4,-1,-1.8,7,-30,0.3
Cc1cc2cc(CN(Cc3ccco3)C(=O)NCc3ccccc3)c(=O)[nH]c2cc1C,4,-6,-14,-17,-1,-2.3,5,-8,-0.5
COc1cc(CNc2ccc(N3CCOCC3)c(C(=O)O)c2)ccc1OCC(N)=O,1,-9,-19,-10,-3,-0.3,11,-2,0.2
COc1ccc(OC)c2[nH]c(=O)c(CCNC(=O)C3CCCCC3)cc12,6,-8,-1,-5,-2,-0.1,4,-12,-0.5
O=C(c1cccnc1)N(Cc1ccccc1)c1ccccc1,.,4,-2,.,-2,-0.6,-3,-15,0.4
CC(C)C[C@@H](CNCC(=O)[C@H](C)NC(=O)c1[nH]cnc1C(=O)N[C@@H](C)CN)NC(=O)c1nc[nH]c1C(=O)N[C@@H](Cc1ccccc1)C(=O)O,3,-13,.,-4,-2,.,7,.,.
C#CCn1c(CCNC(=O)c2ccco2)nc2ccccc21,2,-27,-21,0,3,-1.3,20,8,-0.3
COc1ccccc1C1=NOC(COc2ccc3c(C)cc(=O)oc3c2)C1 (configuration not stated),1,-6,-7,0,-6,-1.4,0,-12,0.1
COc1ccc(Cn2c(C)c(C)c(C#N)c2NC(=O)Nc2cccc(Cl)c2)cc1,6,-9,-9,2,-2,1.2,-4,-10,0.0
O=C(N/N=C/c1ccc([N+](=O)[O-])o1)c1cc2ccccc2o1,0,-11,-2,7,-1,0.0,4,-5,-0.3
COc1ccc(OC)c(C(=O)COC(=O)C2CC3CCCC(C2)C3=O)c1 (configuration not stated),6,-31,-6,-8,-6,-0.7,0,-9,0.6
Cc1ccc(CC(=O)OCC(=O)NC2CCCC(C)C2C)cc1C (configuration not stated),15,-2,-7,-8,-3,-1.6,1,-22,-0.8
CC(=O)C1=C(C)NC(SCC(=O)c2ccc(-c3ccccc3)cc2)=C(C#N)C1c1cccnc1 (configuration not stated),.,.,-7,.,.,1.3,.,3,1.1
CCCCN(C)Cc1c(C)[nH]c2c(ccc3ccccc32)c1=O,-1,-18,-1,-14,-4,0.0,15,-2,0.6
Cc1ccc(/C=C/C(=O)Nc2cc(C)on2)cc1,0,16,-5,15,2,3.4,-1,26,0.1
COCCOC(=O)c1c(NC(=O)COC(=O)Cc2cccc(OC)c2)sc(C(N)=O)c1C,4,-9,-4,9,-1,0.3,3,-17,4.7
